Assay outcomes deposited in PubChem by Broad Institute.
PGC1a acetyl inh – modulators of PGC1a acetylation. U2OS PGC1a acetylation, AlphaScreen anti-acetyl-lysine; with virally co-expressed GCN5 acetyltransferase. inhibition, % at 15.6 µM. hit rate 0.17% among 350,000. AID 651687;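 active means every replicate shows inhibition of at least 40%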;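 further: 0% = neutral control wells and 100% = positive control wells; some results beyond the cut were filed as inactive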
miR-122 sensor – blocks miR-122 activity in Huh7 sensor cells; AID 602342; hit rate 0.3% among 340,000; Huh7 miR-122 Renilla luciferase sensor, 48 h; neutral wells = 0, positive control = 100; activation (reporter increase), % at 12.5 µM;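 active means mean replicate activation score at least 90 and every replicate individually at or above 90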;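 further: higher luciferase means less miR-122 activity so hits act as miR-122 inhibitors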
Cneo AK release – Cryptococcus neoformans lysis via adenylate kinase release. C. neoformans lysis, adenylate kinase release luminescence, 4 h; normalised: neutral wells 0, clomiphene wells 100. lysis activity, % at 15 µM. hit rate 0.2% among 360,000. AID 651654;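 active means mean lysis activity across replicates of at least 80%, whatever share of replicates individually reach that level; inactive means mean lysis activity below 80%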
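Material – log-phase Cryptococcus neoformans yeast cells · Input – 5 × 10^6 yeast cells/mL · Medium – fresh YPD growth medium · Doses – single compound concentration per well · Timing – static 4 h at 37 °C with compound, 1 h detection · Detection – adenylate kinase release luminescence · Read-out – signal increase indicating cell lysis · Control set – Clomiphene as positive lysis control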
* hit, by the source's call.

no. | structure | PGC1a acetyl inh | miR-122 sensor | Cneo AK release
1 | CCNCC(=O)N1c2ccccc2CCc2ccc(NC(=O)OCC)cc21 | 3 | -2 | 5
2 | COc1ccccc1N(CC(=O)NC1CCCCC1)C(=O)CCC(=O)Nc1ccccn1 | -26 | 3 | 12
3 | CC(C)(C)C1CCC2(CC1)C(C#N)=C(SCC(=O)Nc1ccccc1)NC(=O)C2C#N (stereo not drawn) | -6 | 10 | -1
4 | COc1ccc(OC)c(S(=O)(=O)N2CCC(C(=O)NCC3CCCO3)CC2)c1 (stereo not drawn) | -5 | 1 | -1
5 | O=C(Cc1ccc(Cl)cc1)NCCS(=O)c1ccc(Cl)cc1 (stereo not drawn) | -11 | -2 | -1
6 | O=C(Oc1cccc2cccnc12)c1ccc(Br)o1 | -5 | -1 | 1
7 | CC1(C)CC2CC(C)(CN2C(=O)COC(=O)c2n[nH]c(=O)c3ccccc23)C1 (stereo not drawn) | -19 | 0 | -1
8 | Cc1cc(C)c2nc(NC(=O)c3cc(C)on3)sc2c1 | -4 | -15 | 7
9 | O=C(NCc1ccccc1)c1ccc(S(=O)(=O)C(F)F)cc1 | 0 | -3 | 0
10 | COc1ccc(Cn2nnnc2C(c2cccnc2)N2CCN(c3ccc(O)cc3)CC2)cc1 (stereo not drawn) | 0 | 2 | 0
11 | COc1ccc(CCNC(=O)CN2C(=O)c3ccccc3S2(=O)=O)cc1OC | -21 | 36 | -9
12 | CCc1nnc(NC(=O)c2ccncc2)s1 | -4 | 6 | 1
13 | Oc1ccccc1C(=S)N1CCCCC1 | -3 | 0 | -2
14 | COc1ccc2c(OC)cc(-c3ccccc3)nc2c1 | -22 | 13 | 3
15 | O=C(c1ccccc1)N1CCN(c2ccc([N+](=O)[O-])c(NCc3ccco3)c2)CC1 | -4 | 1 | -1
16 | COc1ccc(Br)cc1/C=N/NC(=O)c1nc(-c2ccccc2)n2c1CCCCC2 | -6 | 2 | -2
17 | CC(C(=O)OCC(=O)Nc1ccc2c(c1)OCO2)N1C(=O)c2ccccc2C1=O (stereo not drawn) | -2 | -2 | -1
18 | CCOc1ccccc1Oc1cn[nH]c1-c1ccc(OC)cc1O | -15 | 11 | -3
19 | Cc1ccc(N2CC(C(=O)OCc3ccc([N+](=O)[O-])cc3)CC2=O)cc1 (stereo not drawn) | 8 | -5 | 3
20 | CCN(C(=O)CSc1nc2nc(C)cc(C)n2n1)c1ccccc1 | 15 | -9 | -1
21 | CCOCCCNS(=O)(=O)c1ccccc1 | -5 | -2 | 0
22 | O=C(O)CSC1c2ccccc2C(=O)N1Cc1ccccc1 (stereo not drawn) | -3 | -3 | 0
23 | CCOc1ccc(/C(O)=C2/C(=O)C(=O)N(CC3CCCO3)C2c2ccc(C)o2)cc1 (stereo not drawn) | -11 | -2 | -1
24 | COC(=O)C1CCN(Cc2ccc(C)cc2)CC1 | 0 | 4 | 1
25 | CC1CCCCC1NC(=O)Cn1cnc2ccccc2c1=O (stereo not drawn) | -8 | -5 | -1
26 | Cc1cc(C=O)c(C)n1-c1ccc(N2CCCC2)c([N+](=O)[O-])c1 | 13 | 5 | -10
27 | Cn1c(SCC(=O)Nc2ccc3nc(SCC(=O)N4CCCC4)sc3c2)nnc1-c1ccc(N)cc1 | 1 | -4 | 3
28 | CCOc1ccc(OCc2ccc(C(=O)NCc3ccncc3)o2)cc1 | 10 | 0 | 0
29 | CC(C)N1C(=O)c2ccc(C(=O)O)cc2C1=O | 4 | -6 | 3
30 | CCn1cnc2c(cnn2-c2ccccc2)c1=O | 9 | -3 | -2

Part of the list above, reduced to Cneo AK release:
cpd | Molecule | Cneo AK release
21 | CCOCCCNS(=O)(=O)c1ccccc1 | 0
22 | O=C(O)CSC1c2ccccc2C(=O)N1Cc1ccccc1 (stereo not drawn) | 0

Next results follow.
no. | structure | PGC1a acetyl inh | miR-122 sensor | Cneo AK release
31 | CCCSc1nc(N2CCCC2)c2c(c1C#N)CC(C)(C)OC2 | -10 | 2 | 1
32 | C=CCNc1nnc(Cc2ccc(C(C)C)cc2)c(=O)[nH]1 | -12 | -5 | 0
33 | CC1=C[C@H](C)[C@H](c2c(F)cccc2Cl)CC1=O | 7 | -7 | -6
34 | Cc1ccc(OCC(O)Cn2c(NCCc3ccccc3)nc3c2c(=O)[nH]c(=O)n3C)cc1 (stereo not drawn) | 1 | 0 | 1
35 | Cc1cc(/C=N\NC(=O)c2cccs2)c(C)n1-c1ccc2ncccc2c1 | 5 | -6 | 2
36 | CCCn1c2c(c(O)c(C(=O)NC)c1=O)CCCC2 | 10 | -5 | 1
37 | CCCCC(=O)NC1(C(F)(F)F)C(=O)Nc2c1c(=O)n(C)c(=O)n2C (stereo not drawn) | 0 | -5 | 3
38 | CC1(C)Cc2c(c(N3CCOCC3)nc3sc4c(NCc5ccco5)nnnc4c23)CS1 | 5 | -7 | 0
39 | N#Cc1cccc(NC(=O)c2ccccc2C(=O)O)c1 | 3 | -5 | 4
40 | O=C(Nc1ccc(N2CCN(C(=O)c3ccccc3)CC2)cc1)c1ccc(Br)o1 | -52 | 10 | 6
41 | CC(=O)c1ccc(N2C(=O)NC3(CCCCC3)C2=O)cc1 | 11 | 2 | 2
42 | CCCCOc1ccc(N(CC(=O)NC2CCCC2)C(=O)CCC(=O)Nc2ccccn2)cc1 | 25 | 3 | 1
43 | C=CCOC(=O)C1=C(C)Nc2nnnn2C1c1cc(OC)ccc1OC (stereo not drawn) | 9 | -15 | 0
44 | N#CC1=C(N)N2C(=C(C#N)C13CCN(Cc1ccccc1)CC3)Nc1ccccc12 | 11 | -6 | 0
45 | O=c1c2[nH]c3ccc(Cl)cc3c2ncn1Cc1ccccn1 | 9 | 0 | 0
46 | CCOC(=O)C1Cn2c(nc3c(c2=O)C2(CCCC2)Cc2ccccc2-3)S1 (stereo not drawn) | -17 | 1 | 0
47 | CC1CCC2(CC1)NC(=O)N(CC(=O)NC(=O)NC1CCCC1)C2=O (stereo not drawn) | -9 | -4 | 0
48 | O=c1[nH]nc(CSCc2ccccc2Cl)[nH]1 | 1 | 0 | 3
49 | C=CCn1c(SCC(=O)N2CCOCC2)nc2sc3c(c2c1=O)CCCC3 | -15 | -7 | -1
50 | CC1CCCN(C(=O)CCS(=O)(=O)c2ccc3c(c2)NC(=O)C(C)S3)C1 (stereo not drawn) | -1 | -2 | 4
51 | CC(O)Cn1c(=O)c2c(nc(Br)n2Cc2ccccc2)n(C)c1=O (stereo not drawn) | 6 | -7 | 2
52 | COc1ccc(-n2c(COc3ccc(C)cc3)nnc2SCc2ccc(C#N)cc2)cc1 | 19 | -1 | 7
53 | N#CC1C(C#N)N2CCCN2C1c1ccc(Cl)cc1 (stereo not drawn) | 11 | 7 | 3
54 | CC(C)(C)c1cc(C(=O)N2CCc3ccccc32)ccn1 | 1 | -2 | -1
55 | O=C(Nc1cccc(O)c1)N1CCOCC1 | -7 | -2 | -1
56 | COc1cc(CNCCO)ccc1OC1CCCC1 | -6 | 1 | 6
57 | Cc1ccc(Nc2nc3ccccc3o2)cc1F | 40 | -3 | -3
58 | O=C(Nc1ccc2oc(=O)ccc2c1)c1cc2ccccc2o1 | -11 | -2 | -1
59 | COc1ccc2c(c1)OC[C@H]1[C@H]2N2C(=O)c3cc(Br)ccc3NC(=O)[C@@]2(C)[C@H]1c1ccccc1 | 0 | 0 | -4
60 | CC1CCN(C(=O)CN(C2CCCCC2)S(C)(=O)=O)CC1 | 0 | -1 | 0

Fetched by compound from the entries so far:
no. | structure | PGC1a acetyl inh | miR-122 sensor | Cneo AK release
40 | O=C(Nc1ccc(N2CCN(C(=O)c3ccccc3)CC2)cc1)c1ccc(Br)o1 | -52 | 10 | 6
18 | CCOc1ccccc1Oc1cn[nH]c1-c1ccc(OC)cc1O | -15 | 11 | -3
55 | O=C(Nc1cccc(O)c1)N1CCOCC1 | -7 | -2 | -1

Further structures
no. | structure | PGC1a acetyl inh | miR-122 sensor | Cneo AK release
61 | COc1ccc(/C=C2\N=C(SC)SC2=O)cc1OC | 5 | 7 | 5
62 | O=C(O)c1cc(-c2ccncc2)nc2ccc(S(=O)(=O)N3CCOCC3)cc12 | -10 | -3 | 1
63 | CN(C)CCCN1C(=O)C(=O)/C(=C(/O)c2ccncc2)C1c1cccc(Br)c1 (stereo not drawn) | -1 | -5 | -2
64 | COc1ccc(N2CCN(Cc3nc4c(c(=O)[nH]c(=O)n4C)n3CCCc3ccccc3)CC2)cc1 | 6 | -3 | 0
65 | O=C(NCc1ccco1)c1cccc(-c2nnc(-c3ccccc3)o2)c1 | -7 | -3 | -1
66 | COc1ccc(-n2nnnc2SCC(=O)Nc2cccc(NC(C)=O)c2)cc1OC | -22 | -8 | -1
67 | Cc1ccc(SCC(=O)NCc2ccco2)cc1 | 3 | 0 | -1
68 | CCOC(=O)c1csc(NC(=O)CSc2nnnn2CC)n1 | 4 | 5 | 0
69 | CCOC(=O)CCc1c(C)nc(SCCCn2c(=O)[nH]c3ccccc32)c(C#N)c1C | -1 | -1 | 0
70 | O=C(Nc1ccc2c(c1)OC1(CCCC1)O2)C1CC1 | -16 | -1 | -3
71 | COc1ccc(OCCCC(=O)N2CCCc3ccccc32)cc1 | -20 | 7 | -2
72 | COc1ccc(OCc2cccc(C(=O)N3CCCC3)c2)cc1 | -2 | -1 | -2
73 | CCOC(=O)CCCCCC(=O)Nc1ccc2c(c1)C(=O)N([C@H](C)CO)C[C@H](C)[C@@H](CN(C)C(=O)Nc1ccc(OC)cc1)O2 | 12 | -1 | -6
74 | CCN(c1ccccc1)S(=O)(=O)c1ccc(Oc2ccc(-n3ccnc3)cc2)nc1 | 7 | -14 | -2
75 | Cn1c(CO)cnc1SCc1ccc([N+](=O)[O-])cc1 | 4 | 1 | -2
76 | CC(C)n1c(SCC(=O)Nc2ccccc2)nc2c1c(=O)n(C)c(=O)n2C | -4 | -1 | 5
77 | CCOC(=O)CSc1nnc([C@@H](NC(=O)OC(C)(C)C)C(C)C)o1 | 13 | -3 | 2
78 | COC(=O)C1=C(N)Oc2cc(C)n(Cc3cccnc3)c(=O)c2C1c1cccc(OC)c1OC (stereo not drawn) | -5 | -7 | -2
79 | CCOC(=O)CNc1c(-c2ccc(O)cc2)nc2ccc(Cl)cn12 | -8 | -6 | -1
80 | Cc1ccc(-c2noc(CCC(=O)N(C)c3ccccc3C)n2)cc1 | -15 | -3 | 0
81 | O=C(OCn1nnc2ccccc2c1=O)c1cn(-c2ccccc2)nc1-c1cccnc1 | 6 | -2 | 1
82 | CCCNc1c(NS(=O)(=O)c2ccc(OC)c(OC)c2)c(=O)oc2ccccc12 | -3 | 3 | -1
83 | COc1ccc(C2C3=C(CC(C)(C)CC3=O)Oc3ncn(Cc4ccccc4)c(=N)c32)cc1 (stereo not drawn) | -15 | -1 | 1
84 | COc1ccc(OCC(O)CN2C(=O)c3ccccc3S2(=O)=O)cc1 (stereo not drawn) | 9 | -7 | -2

A second format for part of the listing above:
#69 CCOC(=O)CCc1c(C)nc(SCCCn2c(=O)[nH]c3ccccc32)c(C#N)c1C
#70 O=C(Nc1ccc2c(c1)OC1(CCCC1)O2)C1CC1
#71 COc1ccc(OCCCC(=O)N2CCCc3ccccc32)cc1
#72 COc1ccc(OCc2cccc(C(=O)N3CCCC3)c2)cc1
#73 CCOC(=O)CCCCCC(=O)Nc1ccc2c(c1)C(=O)N([C@H](C)CO)C[C@H](C)[C@@H](CN(C)C(=O)Nc1ccc(OC)cc1)O2
#74 CCN(c1ccccc1)S(=O)(=O)c1ccc(Oc2ccc(-n3ccnc3)cc2)nc1
#75 Cn1c(CO)cnc1SCc1ccc([N+](=O)[O-])cc1

| entry no. | 69 | 70 | 71 | 72 | 73 | 74 | 75 |
| --- | --- | --- | --- | --- | --- | --- | --- |
| PGC1a acetyl inh | -1 | -16 | -20 | -2 | 12 | 7 | 4 |
| miR-122 sensor | -1 | -1 | 7 | -1 | -1 | -14 | 1 |
| Cneo AK release | 0 | -3 | -2 | -2 | -6 | -2 | -2 |

Some of the compounds tested. The share of hits here may be higher or lower than overall.
